Assay outcomes: PubChem, National Center for Advancing Translational Sciences (NCATS)
LMNA splice mod: LMNA splicing modulation; AID 1487; Potency, µM (series often up to 46.1 µM), inactives show at the top dose ratio change, negative = inhibition, actives largely listed as inhibitors; hit rate 0.01% among 200,000; HeLa LMNA splicing GFP/RFP minigene ratio, 48 h; active = well fitted inhibition curve with a large enough effect in the signal ratio, with a control signal flat, not every such curve was filed as active; inconclusive = small, poorly fitted or top-dose-only effect, or effect the other way, or a change in a side signal; the % refers to the signal ratio; also: potency is read from the fitted curve at half-maximal effect; % is scaled to controls: 0 for no effect and ±100 for the full control effect
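Read-out is the ratio of GFP to DsRed2 object intensity, acquired by 488 nm laser-scanning cytometry on HeLa lamin A-EGFP minigene reporter cells. Compound incubation 48 hrs at 37 °C in Opti-MEM with 2% FBS; DMSO 0.5% final.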
GAA spleen mod: lysosomal alpha-glucosidase (human) modulation; Potency, µM (highest dose often 79.9 µM), for inactives: at the top dose activity change, negative = inhibition, usual class: inhibitors; hit rate 0.006% among 240,000; P10253; human spleen homogenate, 4-MU-alpha-glucoside fluorescence;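 also: potency is read from the fitted curve at half-maximal effect; 0% = enzyme with vehicle and -100% = no enzyme basal signal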
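AC50 values come from Hill-equation fits of concentration-response data, normalized to no-enzyme and full-activity controls. Enzyme source: 1 ug human spleen homogenate; 1 mM fluorogenic 4-MU glucoside, pH 5.0 citrate buffer, 37 C, 40 min.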
HTT cytoprotect: cytoprotection in Huntington HTT-Q103 PC12 cell model | hit rate 0.14% among 230,000 | Potency, µM (series often up to 56.4 µM), without a hit: cytoprotection (ATP increase), hits mostly activators | PC12 HTT-Q103 induced, cytoprotection, ATP luminescence, 40 h;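 also: potency is read from the fitted curve at half-maximal effect; % of control where 0% means no effect; nearly all actives have a fitted effect of over 45% in size; toxic huntingtin expression switched on by the ecdysone agonist tebufenozide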
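Readout: ATPlite luminescence (ATP level). Model: stable PC12, inducible Htt exon1 Q103-GFP. Inducer: tebufenozide, 100 nM final. Compounds: dose series. No G418 in medium.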
HttQ103 aggreg: inhibitors of mutant huntingtin aggregate formation in PC12 cells; PC12 HttQ103-GFP aggregates, Acumen cytometry, 40 h; Potency, µM (top dose mostly 46.1 µM), inactives show at the top dose activity change, negative = inhibition, actives largely listed as inhibitors; hit rate 1.1% among 220,000; AID 1688; also: potency is read from the fitted curve at half-maximal effect; % is scaled to controls: 0 for no effect and ±100 for the full control effect; nearly all actives have a fitted effect of over 60% in size
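Multiplexed with ATP-based cell death, this channel scores GFP aggregates in PC12 cells expressing inducible HTTex1-Q103-GFP. Induction used 100 nM tebufenozide; compounds were tested in concentration series.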
CBFb RUNX1 block: CBF-beta/RUNX1 interaction disruption | AlphaScreen CBFb-His/RUNX1-biotin binding, biochemical | Potency, µM (doses to about 59.8 µM), inactives show at the highest dose activity, negative = inhibition, hits mostly inhibitors | 230,000 tested, under 10 active | AID 1477; also: % of control where 0% means no effect
Target sequence (Q01196 whole entry, looked up): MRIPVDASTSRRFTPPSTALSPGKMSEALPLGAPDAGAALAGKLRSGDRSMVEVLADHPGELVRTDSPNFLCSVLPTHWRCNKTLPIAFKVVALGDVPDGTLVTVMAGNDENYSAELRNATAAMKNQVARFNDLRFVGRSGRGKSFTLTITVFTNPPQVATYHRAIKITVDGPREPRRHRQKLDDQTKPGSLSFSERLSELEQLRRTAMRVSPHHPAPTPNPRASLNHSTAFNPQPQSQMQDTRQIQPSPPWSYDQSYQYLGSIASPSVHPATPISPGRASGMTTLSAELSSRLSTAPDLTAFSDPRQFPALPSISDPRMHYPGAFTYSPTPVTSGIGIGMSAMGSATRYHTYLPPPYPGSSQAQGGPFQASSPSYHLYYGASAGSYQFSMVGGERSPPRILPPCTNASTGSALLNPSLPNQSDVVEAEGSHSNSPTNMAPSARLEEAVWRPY
Target sequence (Q13951 whole entry, looked up): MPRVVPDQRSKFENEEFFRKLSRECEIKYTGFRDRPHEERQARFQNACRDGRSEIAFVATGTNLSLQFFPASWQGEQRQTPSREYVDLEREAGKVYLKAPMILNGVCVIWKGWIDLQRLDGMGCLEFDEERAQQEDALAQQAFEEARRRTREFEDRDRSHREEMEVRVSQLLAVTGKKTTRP
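His-tagged CBF-beta and biotinylated RUNX1 (30 nM each) were premixed 20 min at room temperature, exposed to compound for 15 min, then given nickel-chelate and streptavidin AlphaScreen beads (50 ng each). After 90 min, AlphaScreen signal was read.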
GAA glycogen mod: alters human alpha-glucosidase cleavage of glycogen. P10253. recombinant GAA, glycogen substrate, Amplex Red glucose oxidase fluorescence. Potency, µM (series often up to 76.4 µM), for inactives: at the highest dose activity change, negative = inhibition, actives largely listed as inhibitors. hit rate 0.38% among 300,000. AID 2100;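 also: potency is read from the fitted curve at half-maximal effect; 0% = full enzyme reaction and -100% = no-enzyme basal signal; the screen sought inhibitors and activators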
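Recombinant human alpha-glucosidase (4 nM final) hydrolysed bovine liver glycogen (30 ug) for 40 min at 37 C in pH 5.0 citrate/phosphate with 0.01% Tween-20. Released glucose detected by glucose oxidase/Amplex Red, Ex 573/Em 610 nm. Compounds up to 77 uM; AC50 from Hill fits.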
GAA inh: blocks human lysosomal alpha-glucosidase | purified human GAA, 4-MU-alpha-glucoside fluorescence | AID 1466 | P10253 | Potency, µM (top dose mostly 76.9 µM), for inactives: top-dose activity change, negative = inhibition, actives largely listed as inhibitors | hit rate 0.005% among 200,000;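 also: potency is read from the fitted curve at half-maximal effect; plate controls were uninhibited enzyme wells for no effect and no-enzyme background for full effect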
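Human enzyme at 4 nM with 400 uM 4-methylumbelliferyl-alpha-D-pyranoside, citrate/phosphate buffer pH 5.0, 0.005% Tween-20, 20 min at room temperature. Compounds up to 77 uM. 4-MU fluorescence (Ex 365/Em 440) read after NaOH/glycine stop; AC50 from Hill fit.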
* marks the source's active call; other numbers are inactive results; ? = inconclusive; . = no result given; [ ] = remark or other dose. Unless noted, calls follow the shape of the dose curve; as a rule, active = well fitted curve in the direction sought with a large enough effect; inconclusive = small, poorly fitted or top-dose-only effect, or another doubt; inactive = no such curve, though single readings can be large; an effect the other way counts as inactive or inconclusive. Rows were taken by chance (roughly 1.5% active in at least one column).

SMILES | LMNA splice mod | GAA spleen mod | HTT cytoprotect | HttQ103 aggreg | CBFb RUNX1 block | GAA glycogen mod | GAA inh
CCN1CCN(Cc2ccc(NC(=O)c3ccc(C)c(NC(=O)c4c[nH]c5cc(C(F)(F)F)ccc5c4=O)c3)cc2C(F)(F)F)CC1 | . | -2% | -11%[10 µM] | ? | 14% | -1% | .
CCS(=O)CCSC(=N)N (centres undefined) | 18% | 3% | 11% | 18%[9.22 µM] | 4% | 4% | -2%
C=CCN1C(=O)CC(C(=O)NC)SC1=Nc1ccc(C(=O)OCC)cc1 (centres undefined) | -4% | 5% | 3%[10 µM] | 2% | 16% | 0% | -3%
COc1ccc(-n2cnnc2SCC(=O)N2CCN(c3ccccc3)CC2)cc1 | -5% | -6% | -15% | 14% | 4% | -4% | -6%
O=[N+]([O-])c1ccc(CSc2nnc(Cc3ccccc3)n2-c2ccc(F)cc2)cc1 | -14% | 3% | -6%[10 µM] | -6% | -4% | 5% | 2%
CC(C)c1nnc(NC(=O)c2cccc(-n3cnnn3)c2)s1 | 2% | -7% | -17%[10 µM] | 10%[9.22 µM] | -3% | 10% | -5%
CC(C)(C)C1(C)OC(C(=O)NC2CCCCC2)C(C(=O)NC2CCCCC2)O1 (centres undefined) | 5% | -2% | -16% | -16% | 1% | 5% | ?
COc1ccc(-c2c(C(C)=O)c(C)n(C)c2C)cc1 | ? | 4% | . | 1% | 16% | -2% | 2%
C=Cc1c(C)c2cc3nc(cc4[nH]c(cc5nc(cc1[nH]2)C(C)=C5CCC(=O)O)c(CCC(=O)OC)c4C)[C@@]1(C)C3=CC=C(C(=O)OC)[C@H]1C(=O)OC (tested in a mixture with another compound) | ? | -9%[29.1 µM] | -47%[inhibitor] | 10% | ? | . | .
CC(C)OCC1CC(CC(=O)Nc2ccc([N+](=O)[O-])cc2)C(=O)O1 (centres undefined) | ? | -1% | -4%[10 µM] | 1%[9.22 µM] | 2% | 16% | 6%
COC(=O)c1cc(Br)c(=O)n(-c2ccc(C(C)=O)cc2)c1 | 6% | -1% | -39%[0.074 µM] | 6% | 4% | 9% | -14%
CC(=O)NC1=NN(C(C)=O)C(C)(CC(=O)OC(C)(C)C)S1 (centres undefined) | ? | 3% | 1%[10 µM] | -9%[9.22 µM] | 4% | 15% | -5%
CCO/C=C1\C(=O)N(c2ccccc2)C(=O)c2ccccc21 | 2% | -2% | -5% | 6% | 3% | 3% | 0%
Cc1cc([N+](=O)[O-])ccc1NC1CCCC1 | ? | -16% | 15%[0.074 µM] | 15% | ? | -4% | -3%
CC(=O)N(C1=C(Cl)C(=O)c2ccccc2C1=O)C1CCCCC1 | . | 10% | -48%[inhibitor][10 µM] | ? | 1% | 5% | .
COC(=O)CCC(=O)NNC(=O)c1ccc(Br)cc1 | 15% | -2% | -20% | 17% | -2% | 7% | -7%
CC(=O)c1cc2c(cc1NC(=O)c1cc3nc(C(C)C)cc(C(F)(F)F)n3n1)OCO2 | -3% | 0% | -24%[10 µM] | -9% | 11% | 0% | -8%
CCOC(=O)c1c(NC(=O)c2ccc(N3C(=O)[C@@H]4[C@H](C3=O)[C@H]3C=C[C@@H]4C3)cc2)sc2c1CC(C)CC2 (some centres undefined) | -9% | -10% | 0%[10 µM] | -7% | 10% | 11% | -7%
CSc1ccc(CN2CCN(Cc3ccc([N+](=O)[O-])cc3)CC2)cc1 | . | 2% | . | -21% | -9% | 26% | 2%
O=C(Oc1cccc(N2C(=O)C3C4c5ccccc5C(c5ccccc54)C3C2=O)c1)c1ccco1 (centres undefined) | -13% | 3% | -1%[10 µM] | 0% | -10% | -8% | 3%
CCN(CC)/C(Sc1ccccc1)=C(\C(Cl)=C(Cl)Cl)[N+](=O)[O-] | . | -2% | -41%[inhibitor] | 4% | -1% | 3% | 0%
Cc1noc2ncnc(Sc3ccccc3Cl)c12 | -18% | 2% | -83%[inhibitor] | 5µM* | -21% | 6% | -5%
Cn1nc([N+](=O)[O-])nc1Oc1ccccc1F | 8%[46 µM] | -3% | -5%[10 µM] | 28% | 0% | 13% | 12%
CC1(C)CC(=O)c2cnc(NCC3CCCO3)nc2C1 (centres undefined) | 3% | -5% | -8%[0.074 µM] | -4% | -6% | 7% | -3%
COc1ccc(-c2noc(CCCOc3ccc(Cl)cc3Cl)n2)cc1 | ? | -1% | 5% | ? | ? | -5% | 3%
Cc1csc(NC(=O)CSc2nc(C)cs2)n1 | 11% | 0% | 26% | -5% | 8% | 3% | -3%
Nc1ccc2nc(-c3cccs3)[nH]c2c1 | -9% | 6% | 2%[10 µM] | 23% | ? | ? | ?
Cc1ccc2nc(SCC(=O)NCc3ccco3)c(C)cc2c1 | -19%[46 µM] | -9% | -7%[10 µM] | -6%[9.22 µM] | 0% | -12% | 4%
CCN1C(=O)C2C(c3cccc(F)c3)NC(C)(C(=O)OC)C2C1=O (centres undefined) | ? | 4% | -16% | 18% | 4% | 4% | -22%
O=C(NCc1ccc(F)cc1)c1ccc(CS(=O)(=O)c2ccc(Br)cc2)o1 | . | -3% | 36%[10 µM] | 33%[9.22 µM] | 5% | 1% | .

Twelve entries from above, in CSV form.
Structure,LMNA splice mod,GAA spleen mod,HTT cytoprotect,HttQ103 aggreg,CBFb RUNX1 block,GAA glycogen mod,GAA inh
CSc1ccc(CN2CCN(Cc3ccc([N+](=O)[O-])cc3)CC2)cc1,.,2%,.,-21%,-9%,26%,2%
O=C(Oc1cccc(N2C(=O)C3C4c5ccccc5C(c5ccccc54)C3C2=O)c1)c1ccco1 (centres undefined),-13%,3%,-1%[10 µM],0%,-10%,-8%,3%
CCN(CC)/C(Sc1ccccc1)=C(\C(Cl)=C(Cl)Cl)[N+](=O)[O-],.,-2%,-41%[inhibitor],4%,-1%,3%,0%
Cc1noc2ncnc(Sc3ccccc3Cl)c12,-18%,2%,-83%[inhibitor],5µM*,-21%,6%,-5%
Cn1nc([N+](=O)[O-])nc1Oc1ccccc1F,8%[46 µM],-3%,-5%[10 µM],28%,0%,13%,12%
CC1(C)CC(=O)c2cnc(NCC3CCCO3)nc2C1 (centres undefined),3%,-5%,-8%[0.074 µM],-4%,-6%,7%,-3%
COc1ccc(-c2noc(CCCOc3ccc(Cl)cc3Cl)n2)cc1,?,-1%,5%,?,?,-5%,3%
Cc1csc(NC(=O)CSc2nc(C)cs2)n1,11%,0%,26%,-5%,8%,3%,-3%
Nc1ccc2nc(-c3cccs3)[nH]c2c1,-9%,6%,2%[10 µM],23%,?,?,?
Cc1ccc2nc(SCC(=O)NCc3ccco3)c(C)cc2c1,-19%[46 µM],-9%,-7%[10 µM],-6%[9.22 µM],0%,-12%,4%
CCN1C(=O)C2C(c3cccc(F)c3)NC(C)(C(=O)OC)C2C1=O (centres undefined),?,4%,-16%,18%,4%,4%,-22%
O=C(NCc1ccc(F)cc1)c1ccc(CS(=O)(=O)c2ccc(Br)cc2)o1,.,-3%,36%[10 µM],33%[9.22 µM],5%,1%,.

(list continues)
SMILES | LMNA splice mod | GAA spleen mod | HTT cytoprotect | HttQ103 aggreg | CBFb RUNX1 block | GAA glycogen mod | GAA inh
COc1cccc(N=C2C(=O)N3CCCc4cccc2c43)c1 | 10% | -2% | -4%[0.074 µM] | ? | -2% | 9% | -3%
CCOCCOC(=O)c1ccc(NC(=O)c2cc(OC)c(OC)c(OC)c2Br)cc1 | -3% | 6% | 12%[1.9 µM] | 22% | 2% | -18% | -7%
COc1cc(/C=C2\N=C(c3c(-c4ccccc4)noc3C)OC2=O)ccc1OC(C)=O | -9%[46 µM] | -8% | -5% | -6% | 6% | 4% | -12%
CCCCNC(=O)CS(=O)Cc1nc(-c2cccc(Cl)c2)oc1C (centres undefined) | -4% | 4% | -17% | -12% | -1% | 16% | -4%
S=C(Nc1ccc2cn[nH]c2c1)Nc1ccc(Cl)cc1Cl | -2%[46 µM] | 3% | -2% | 4% | -12% | ? | ?
O=C1c2ccccc2CCCC12N=NCC2c1cccc2ccccc12 (centres undefined) | -6% | 1% | -47%[inhibitor] | -12% | 7% | 6% | 0%
CCN(CC)C(=O)C(=O)Nc1cc(C(F)(F)F)ccc1Cl | 20% | 0% | 1% | 20% | 5% | -15% | 0%
CSc1nc2cc(Oc3cccc(Cl)c3Cl)c(Cl)cc2[nH]1 | . | 1% | -30% | -4% | -3% | -13% | 0%[15.4 µM]
Cc1cc(O)cc(O)c1C=NCc1ccco1 | ? | -2% | -24%[10 µM] | ? | -1% | 3% | ?
OCCNc1nc(NCCC2=CCCCC2)nc(N2CCOCC2)n1 | 14% | 5% | -16% | -29% | 4% | -4% | 5%

Looked up above:
HTT cytoprotect result of CCN(CC)C(=O)C(=O)Nc1cc(C(F)(F)F)ccc1Cl reads 1%
HTT cytoprotect result of COc1cccc(N=C2C(=O)N3CCCc4cccc2c43)c1 reads -4%[0.074 µM]

(cont.)
SMILES | LMNA splice mod | GAA spleen mod | HTT cytoprotect | HttQ103 aggreg | CBFb RUNX1 block | GAA glycogen mod | GAA inh
CCCc1c(O)nc(SCCN(CC)CC)[nH]c1=O | 0% | -11% | -5% | 12% | 4% | 8% | -12%
CSc1nncn1/N=C/c1ccc2c(c1)OCO2 | -1% | -3% | -8% | -1% | 1% | 3% | -2%
COC(=O)/C(=C\Nc1cccc(Cl)c1C)c1ncc(C(F)(F)F)cc1Cl | 11% | -1% | 1% | -11% | 1% | 0% | -1%
COc1ccc(N2C(=O)CSC2c2ccc3c(c2)OCO3)c(OC)c1 (centres undefined) | -16% | -2% | 6% | -11% | 0% | 1% | 0%
